# Compound activity as filed in PubChem.
# CHRM1 agonist: human M1 muscarinic receptor agonism. CHO-K1 hM1, Fluo-8 calcium fluorescence, agonist mode; 0% DMSO, 100% acetylcholine EC100. activation, % at 3 µM. P11229. actives 0.33% (n = 360,000);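 active = activation above the run's mean compound activation plus 3 SD, cut at about 16% in these data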;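 also: peak over basal fluorescence ratio within a 140 s kinetic read after compound addition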
# Target sequence (P11229 whole entry, looked up): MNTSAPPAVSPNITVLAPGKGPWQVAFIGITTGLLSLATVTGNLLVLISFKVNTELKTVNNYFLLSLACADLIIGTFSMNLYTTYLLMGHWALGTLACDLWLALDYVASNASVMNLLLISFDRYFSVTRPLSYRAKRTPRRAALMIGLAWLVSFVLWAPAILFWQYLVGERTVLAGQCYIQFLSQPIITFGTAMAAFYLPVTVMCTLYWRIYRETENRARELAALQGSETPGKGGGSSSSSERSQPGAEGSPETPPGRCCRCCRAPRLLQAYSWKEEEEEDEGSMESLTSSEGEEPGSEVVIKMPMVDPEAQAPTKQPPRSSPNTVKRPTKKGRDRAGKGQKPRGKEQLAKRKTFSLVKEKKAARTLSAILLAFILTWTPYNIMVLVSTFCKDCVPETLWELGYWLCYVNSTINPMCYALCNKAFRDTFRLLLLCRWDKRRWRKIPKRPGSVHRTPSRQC
# CHRM5 agonist: CHRM5 agonism in calcium assay | P08912 | CHO-K1 hM5 cells, Fluo-8 calcium fluorescence; 0% DMSO wells, 100% maximal acetylcholine response | activation, % at 3 µM | actives 0.19% (n = 360,000);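 active = activation above the run's mean over test compounds plus 3 SD, cut at about 23% in these data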;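 also: signal is peak over basal fluorescence ratio across the kinetic read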
# Target sequence (P08912 whole entry, looked up): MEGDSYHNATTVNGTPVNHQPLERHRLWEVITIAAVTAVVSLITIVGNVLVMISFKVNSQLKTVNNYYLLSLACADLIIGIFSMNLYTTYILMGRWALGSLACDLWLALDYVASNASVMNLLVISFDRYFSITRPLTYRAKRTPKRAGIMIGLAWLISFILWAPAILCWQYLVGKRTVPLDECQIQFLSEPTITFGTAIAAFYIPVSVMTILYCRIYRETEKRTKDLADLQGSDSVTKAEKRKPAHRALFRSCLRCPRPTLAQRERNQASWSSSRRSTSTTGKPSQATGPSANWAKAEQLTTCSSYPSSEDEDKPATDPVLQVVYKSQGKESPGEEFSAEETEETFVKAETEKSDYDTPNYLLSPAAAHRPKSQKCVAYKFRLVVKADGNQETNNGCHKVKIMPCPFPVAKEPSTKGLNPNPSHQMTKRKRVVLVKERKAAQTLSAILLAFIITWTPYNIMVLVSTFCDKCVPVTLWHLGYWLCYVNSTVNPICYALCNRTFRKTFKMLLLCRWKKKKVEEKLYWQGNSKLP
# M5 antag: CHRM5 antagonism in calcium assay; actives 0.59% (n = 360,000); CHO-hM5 cells, Fluo-8 calcium fluorescence, ACh EC80; inhibition, % at 3 µM;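 active = inhibition above a per-plate cutoff, the mean of that plate's test compounds plus 3 SD, cut at about 27% in these data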;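 also: 0% = acetylcholine EC80 with DMSO and 100% = DMSO without agonist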
# M4 antag: CHRM4 antagonism in calcium assay; P08173; CHO-hM4 cells, ACh EC80, Fluo-8 calcium fluorescence; inhibition, % at 3 µM; actives 0.73% (n = 360,000);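 active = inhibition above its plate's cutoff, the mean inhibition of sample wells plus 3 SD, cut at about 27% in these data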;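 also: 0% = acetylcholine EC80 with DMSO and 100% = DMSO without agonist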
# CHRM1 PAM: potentiates human M1 receptor response to acetylcholine; actives 0.088% (n = 360,000); AID 588819; activation, % at 3 µM; CHO-K1 hM1, Fluo-8 calcium fluorescence, ACh EC20; 0% = ACh EC20, 100% = maximal ACh; P11229; in the data active = activation above about 19%, passing the limit was not always enough
# CHRM1 antagonist: blocks human M1 muscarinic receptor | P11229 | CHO-K1 hM1, Fluo-8 calcium fluorescence, ACh EC80 antagonist | inhibition, % at 3 µM | actives 1.3% (n = 360,000);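 active = percent inhibition above its own plate's cutoff, namely the mean of that plate's compound wells plus 3 SD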;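 also: peak over basal fluorescence ratio during 140 s after agonist addition; 0% = ACh EC80 plus DMSO and 100% = DMSO alone without agonist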
# TAAR1 ag: agonists of human TAAR1; actives 0.99% (n = 360,000); activation, % at 3 µM; CHO RD-HGA16 TAAR1, Fluo-8 calcium fluorescence; vehicle wells 0%, saturating PEA agonist 100%; Q96RJ0;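 active = activation above the mean activation of all test compounds in the run plus 3 SD, cut at about 38% in these data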
#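 Test system: RD-HGA16 (CHO) cells co-expressing Gα16 and hTAAR1 / Benchmarks: DMSO vehicle as 0%, PEA at EC100 as 100% / Repeats: no replicates (n 1) / Measure: % activation from peak over basal fluorescence ratio, DMSO-to-PEA scaled / Timing: 17-24 h plating, Fluo-8 75 min 37 °C, 30 min RT / Technique: kinetic Fluo-8 calcium fluorescence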
# M5 PAM: CHRM5 positive allosteric modulation; CHO-K1 hM5, Fluo-8 calcium, ACh EC20 PAM; 0% = ACh EC20, 100% = ACh EC100; actives 0.3% (n = 360,000); P08912; activation, % at 3 µM;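 active = activation above the run cutoff, the mean activation of all test compounds plus 3 SD, cut at about 18% in these data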
#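 system = human M5 receptor in CHO-K1 cells | compound = one concentration, 3 µM final (nominal) | schedule = Post-acetylcholine fluorescence recording 140 s | signal = Fluo-8 calcium dye fluorescence, kinetic read | benchmarks = low control EC20 acetylcholine (0%), high control EC100 acetylcholine (100%) | repeats = singlicate, one well per test compound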
# CHRM4 agonist: agonists of human muscarinic M4 receptor (CHRM4); CHO-K1 hM4/Gqi5, Fluo-8 calcium fluorescence; vehicle 0%, full acetylcholine response 100%; activation, % at 3 µM; actives 0.14% (n = 360,000); AID 624127;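 active = activation above the run mean over all test wells plus 3 SD, cut at about 32% in these data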;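 also: peak over basal fluorescence ratio per well then scaled between controls; 0% = DMSO wells and 100% = acetylcholine at EC100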
# * = called active by the depositor; · = no result given; & = joins results of further samples. The list is partial. The share of hits here may be higher or lower than overall.
# The first nine compounds, ahead of the listing:
cpd	Compound	CHRM1 agonist	CHRM5 agonist	M5 antag	M4 antag	CHRM1 PAM
1	NC(=O)Nc1ccc(C(=O)OCC(=O)Nc2ccc(Cl)cn2)cc1	-1	-2	11	10	-1
2	CCN(CC)CCNC(=O)CCN1N=C(c2ccccc2)CCC1=O	-7	-2	0	-8	12
3	Cc1cc(-c2ccc(C)c(S(=O)(=O)Nc3cc(C)on3)c2)on1	-2	-1	-28	3	14
4	COCCCN1C(=O)C(CC(=O)NC(c2ccccc2)c2ccccc2)CC(C(=O)N(C)C)=C1C (stereo not drawn)	-5	-1	6	-12	7
5	Cc1c(NS(=O)(=O)c2ccc3c(c2)CCN3C(=O)C2CC2)c(=O)n(-c2ccccc2)n1C	-4	-2	-4	0	0
6	CS(=O)(=O)c1ccc(Cl)c(NC(=O)COC(=O)c2ncc(Cl)c(Cl)c2Cl)c1	-5	-3	4	7	10
7	COCCn1c(SCC(=O)c2cccc(OC)c2)nnc1-c1ccco1	0	-4	3	0	5
8	CCCCn1cnc2cc(NCc3ccncc3)ccc21	-10	1	-2	10	4
9	O=C(N=C1SC2CS(=O)(=O)CC2N1c1ccc(Cl)cc1Cl)C1CCCO1 (stereo not drawn)	5	-2	-4	1	7

cpd	CHRM1 antagonist	TAAR1 ag	M5 PAM	CHRM4 agonist
1	0	-1	-7	2
2	-22	6	0	1
3	-24	-1	11	1
4	-8	0	0	1
5	-17	2	1	2
6	-2	3	1	2
7	2	-2	-3	2
8	-15	0	-2	2
9	-6	3	3	1

# Main list (from the top)
cpd	Compound	CHRM1 agonist	CHRM5 agonist	M5 antag	M4 antag	CHRM1 PAM
1	NC(=O)Nc1ccc(C(=O)OCC(=O)Nc2ccc(Cl)cn2)cc1	-1	-2	11	10	-1
2	CCN(CC)CCNC(=O)CCN1N=C(c2ccccc2)CCC1=O	-7	-2	0	-8	12
3	Cc1cc(-c2ccc(C)c(S(=O)(=O)Nc3cc(C)on3)c2)on1	-2	-1	-28	3	14
4	COCCCN1C(=O)C(CC(=O)NC(c2ccccc2)c2ccccc2)CC(C(=O)N(C)C)=C1C (stereo not drawn)	-5	-1	6	-12	7
5	Cc1c(NS(=O)(=O)c2ccc3c(c2)CCN3C(=O)C2CC2)c(=O)n(-c2ccccc2)n1C	-4	-2	-4	0	0
6	CS(=O)(=O)c1ccc(Cl)c(NC(=O)COC(=O)c2ncc(Cl)c(Cl)c2Cl)c1	-5	-3	4	7	10
7	COCCn1c(SCC(=O)c2cccc(OC)c2)nnc1-c1ccco1	0	-4	3	0	5
8	CCCCn1cnc2cc(NCc3ccncc3)ccc21	-10	1	-2	10	4

cpd	CHRM1 antagonist	TAAR1 ag	M5 PAM	CHRM4 agonist
1	0	-1	-7	2
2	-22	6	0	1
3	-24	-1	11	1
4	-8	0	0	1
5	-17	2	1	2
6	-2	3	1	2
7	2	-2	-3	2
8	-15	0	-2	2

# The list goes on:
cpd	Compound	CHRM1 agonist	CHRM5 agonist	M5 antag	M4 antag	CHRM1 PAM
9	O=C(N=C1SC2CS(=O)(=O)CC2N1c1ccc(Cl)cc1Cl)C1CCCO1 (stereo not drawn)	5	-2	-4	1	7
10	CCOC(=O)c1ccccc1NS(=O)(=O)c1ccccc1	-5	-4	-9	-2	1
11	Cc1onc(-c2c(F)cccc2Cl)c1C(=O)Nc1cccc2nsnc12	-6	-2	5	-4	-5
12	CCOC(=O)c1c(NC(=O)c2cnn3c2NC(c2cccc(OC)c2)CC3C(F)(F)F)sc2c1CCCC2 (stereo not drawn)	-5	-2	9	11	8
13	O=c1[nH]nc(Cc2ccccc2)c2ccccc12	0	-5	4	-3	10
14	CC(Sc1nncs1)C(=O)Nc1ccc2c(c1)OCCO2 (stereo not drawn)	-2	-4	8	-7	10
15	COc1ccc(C=C(C(C)=O)C(C)=O)cc1OC	-4	0	1	3	7
16	Cc1ccc([N+](=O)[O-])c2c1C(N1CCCC1)C(C)(C)O2 (stereo not drawn)	-11	-8	0	-5	-5

cpd	CHRM1 antagonist	TAAR1 ag	M5 PAM	CHRM4 agonist
9	-6	3	3	1
10	-4	7	3	-3
11	3	14	-4	-3
12	-11	0	0	2
13	-10	2	-2	1
14	-4	1	0	0
15	-1	14	3	1
16	-4	1	-7	1

# More records follow.
cpd	Compound	CHRM1 agonist	CHRM5 agonist	M5 antag	M4 antag	CHRM1 PAM
17	Cc1cc(N(C)C)ccc1N=Nc1ccc(N)cc1	-3	5	8	16	12
18	Cc1ccc(NC(=O)C2(S(=O)(=O)c3ccc(Cl)cc3)CC2)cc1	-8	-5	-6	-25	5
19	O=C(CCc1ccccc1)NN1C(=O)C2C3C=CC(C3)C2C1=O (stereo not drawn)	0	2	5	-1	-4
20	COc1cccc(C(C(=O)NC2CCCC2)N2CCN(c3cc(C)nc4ccccc34)CC2)c1OC (stereo not drawn)	·	-3	-5	6	·
21	COc1ccc(S(=O)(=O)N2CCOCC2)cc1NC(=O)c1c(C)noc1C	-5	-1	-6	5	6
22	COC(=O)CC1(C(=O)OC)Oc2ccccc2C(=O)N1c1ccc(F)cc1F (stereo not drawn)	-2	1	4	-8	11
23	O=C(CCCCCNC(=O)N1CCn2c1nc1ccccc12)N[C@H](C(=O)O)c1ccccc1	-2	0	1	-3	5
24	CC(=O)N1CCN(C(=S)c2ccc(-c3ccc(Cl)cc3)o2)CC1	-4	-6	4	10	11

cpd	CHRM1 antagonist	TAAR1 ag	M5 PAM	CHRM4 agonist
17	-12	3	-1	2
18	-7	-1	-1	0
19	20	10	4	1
20	·	-1	10	3
21	-13	3	8	1
22	2	2	6	2
23	-13	0	3	0
24	-31	8	-4	1

# (list continues)
cpd	Compound	CHRM1 agonist	CHRM5 agonist	M5 antag	M4 antag	CHRM1 PAM
25	Cc1cc(Oc2nc3c(C)cccn3c(=O)c2/C=C(\C#N)S(=O)(=O)c2ccccc2)ccc1Cl	-5	-1	-5	5	-5
26	O=C(NCC(=O)N(Cc1ccccc1)C(C(=O)NC1CCCC1)c1cccnc1)c1ccco1 (stereo not drawn)	-1	-6	6	2	11
27	Oc1ccccc1OCc1nc2ccccc2s1	-6	-4	3	2	4
28	O=C1N/C(=N\c2ccccn2)SC1Cc1ccccc1Cl (stereo not drawn)	-3	5	6	1	-1
29	C=CCNC(=O)c1ccc([N+](=O)[O-])c(Cl)c1	-3	0	15	3	9
30	CCOc1ccc(C(=O)OCCN(C)C)cc1	-5	-5	-12	-10	3
31	O=C(NC1CCCc2ccccc21)c1ccc([N+](=O)[O-])cc1 (stereo not drawn)	-6	-4	-1	-7	11
32	CCOC(=O)C1CCCN(C(=O)C2CCC(CNS(=O)(=O)c3ccc(NC(C)=O)cc3)CC2)C1 (stereo not drawn)	-2	0	-6	4	5

cpd	CHRM1 antagonist	TAAR1 ag	M5 PAM	CHRM4 agonist
25	7	0	6	1
26	-3	10	8	1
27	-9	3	-3	-1
28	1	1	-4	1
29	-9	2	-1	1
30	-7	1	1	1
31	-10	6	1	0
32	-7	2	2	1

# (next part)
cpd	Compound	CHRM1 agonist	CHRM5 agonist	M5 antag	M4 antag	CHRM1 PAM
33	CCOC(=O)C1=C(C)N[C@@]2(O)c3ccccc3C(=O)[C@@]12O	-1	0	-7	4	6
34	CCOC(=O)N1CCN(C(=O)C[C@@H]2C[C@@]3(C(=O)OC)CCCCC=C3N(Cc3ccco3)C2=O)CC1	·	4	-2	-5	·
35	Cc1cccc(NC(=O)C2CCCN(c3ncnc4c3nc3n4CCCCC3)C2)n1 (stereo not drawn)	-4	2	-1	-3	-3
36	CC(=O)OCC1OC(n2cc(F)c(=O)[nH]c2=O)C(OC(C)=O)C1OC(C)=O (stereo not drawn)	-3	2	-5	0	11
37	CCOC(=O)N1CCN(C(=O)COCc2cc(-c3ccc4c(c3)OCO4)on2)CC1	-4	0	3	-6	2
38	C/C=C/C(=O)OCC(=O)Nc1ccccc1Br	-2	2	1	-13	8
39	Cc1cc(C)c2nc3nc(C)cc(C)c3c(N)c2c1	-8	-2	-1	2	0
40	COc1ccc(Cl)cc1CC1(C)C(=O)Nc2ccc(S(=O)(=O)NC3CCCCC3)cc21 (stereo not drawn)	-6	-3	-2	-7	-1

cpd	CHRM1 antagonist	TAAR1 ag	M5 PAM	CHRM4 agonist
33	-29	1	13	0
34	·	2	-3	4
35	-9	7	-4	8
36	-15	2	7	0
37	-1	0	-3	2
38	-3	0	-3	1
39	-5	1	0	0
40	-5	4	1	1

# The list goes on:
cpd	Compound	CHRM1 agonist	CHRM5 agonist	M5 antag	M4 antag	CHRM1 PAM
41	CCCCCCSc1cccc(-c2nc3ccccn3c2NCc2ccccc2)c1	-5	-4&-2	6&4	-12&4	-10
42	COc1ccc(S(=O)(=O)N2CCC[C@@H]2C(=O)N2CCC[C@H]2C(=O)NCc2ccncc2)cc1C	·	-3	-3	-21	·
43	CN(C(=O)COC(=O)c1cc(S(=O)(=O)N2CCOCC2)c(Cl)cc1Cl)C1CCS(=O)(=O)C1 (stereo not drawn)	-6	0	3	-6	3
44	CC(C)(C)OC(=O)C[C@@H]1C/C=C\C[C@@H](CC(=O)N[C@@H](CO)Cc2ccccc2)C(=O)NC[C@@H](c2ccccc2)OC1=O	-8	4	18	8	-12
45	COc1cc2c(cc1OC)C(Nc1ccccc1)=NC(C)(C)C2	-8	-1	4	12	3
46	Cc1ccc2occ(/C=N/NC(=O)c3ccccc3C)c(=O)c2c1	-4	-3	-8	5	8
47	[N-]=[N+]=CC(=O)c1ccnc(C(=O)C=[N+]=[N-])c1	-3	-4	10	-8	3
48	CCc1nnc(NC(=O)c2cc(S(=O)(=O)N3CCCCC3)ccc2C)s1	-1	5	3	0	7

cpd	CHRM1 antagonist	TAAR1 ag	M5 PAM	CHRM4 agonist
41	15	6&2	-12&-12	9&6
42	·	4	0	2
43	-2	1	-2	0
44	18	16	-19	13
45	-3	0	1	0
46	-4	5	3	2
47	-19	2	-3	1
48	-3	1	4	2

# Continued.
cpd	Compound	CHRM1 agonist	CHRM5 agonist	M5 antag	M4 antag	CHRM1 PAM
49	O=C(N/N=C/c1cn(Cc2cccc(F)c2)c2ccccc12)c1cc(O)cc(O)c1	5	-2	-12	3	15
50	COC(=O)c1ccc(COC(=O)[C@@H]2CC(O)CN2S(=O)(=O)c2ccccc2[N+](=O)[O-])cc1 (stereo partly drawn)	2	5	8	-16	-5
51	Cc1ccc(-c2n[nH]c3c2C(c2ccccc2)N(c2ccc(C(=O)O)cc2)C3=O)cc1 (stereo not drawn)	-3	0	0	-6	2
52	CCNS(=O)(=O)c1ccc(CCC(=O)N2CCN(Cc3ccccc3)CC2)cc1	-7	-2	8	-5	0
53	COC(=O)C(Cc1c[nH]c2ccccc12)NC(=O)C1CC1 (stereo not drawn)	-2	-3	8	-18	5
54	Cc1ccc(O)c(C(=O)c2cnc(/N=C(\N)N(C)C)nc2)c1	-14	-8	-6	38*	-15

cpd	CHRM1 antagonist	TAAR1 ag	M5 PAM	CHRM4 agonist
49	-9	1	8	1
50	8	13	-28	23
51	-10	0	4	1
52	-6	-1	3	1
53	-12	-1	4	4
54	6	5	-1	2
